Screening results: PubChem BioAssay, several laboratories
RGS8-Gao: modulates binding of RGS8 to human Galphao; AID 1423; 0.34% of 220,000 active; response (percent of control binding), % at 10 µM; P09471; multiplexed bead flow cytometry; actives lie on both sides; in the data active means response below about 60% or above about 140%; inactive means in between;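 further: Galphao activated as the GDP aluminium fluoride complex binding bead-coupled RGS8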
Target sequence (P09471 whole entry, looked up): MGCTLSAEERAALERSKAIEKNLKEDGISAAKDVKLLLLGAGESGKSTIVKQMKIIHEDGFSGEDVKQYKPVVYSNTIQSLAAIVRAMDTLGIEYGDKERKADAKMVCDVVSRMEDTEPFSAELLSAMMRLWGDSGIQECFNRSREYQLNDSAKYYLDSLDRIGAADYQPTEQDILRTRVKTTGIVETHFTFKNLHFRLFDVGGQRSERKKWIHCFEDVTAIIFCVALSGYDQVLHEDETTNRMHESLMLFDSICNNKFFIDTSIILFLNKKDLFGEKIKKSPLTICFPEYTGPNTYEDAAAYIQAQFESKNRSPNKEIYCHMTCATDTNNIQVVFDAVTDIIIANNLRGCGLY
RGS7-Gao: modulates binding of RGS7 to human Galphao; P09471; Multiplexed bead flow cytometry; actives lie on both sides; binding response (% of control), % at 10 µM; 0.35% of 220,000 active; AID 1439; in the data active means binding response below about 49% or above about 150%; inconclusive means no clear call, values can overlap the other calls; inactive means in between;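 further: fluorescent Galphao held in activated GDP-AlF4 state binding bead-coupled RGS7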
Mcl1-Bid inh: Mcl-1/Bid interaction inhibition; Q07820; 0.97% of 220,000 active; inhibition, % at 21.7 µM; TR-FRET Mcl-1/Bid-Dy647 peptide binding, 1536-well;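 active means compounds that cut the binding signal by more than half at the single screening dose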;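 further: His-tagged Mcl-1 with europium anti-His antibody binding Bid BH3 peptide; 0% = Mcl-1 plus peptide wells and 100% = peptide-only wells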
Target sequence (Q07820 whole entry, looked up): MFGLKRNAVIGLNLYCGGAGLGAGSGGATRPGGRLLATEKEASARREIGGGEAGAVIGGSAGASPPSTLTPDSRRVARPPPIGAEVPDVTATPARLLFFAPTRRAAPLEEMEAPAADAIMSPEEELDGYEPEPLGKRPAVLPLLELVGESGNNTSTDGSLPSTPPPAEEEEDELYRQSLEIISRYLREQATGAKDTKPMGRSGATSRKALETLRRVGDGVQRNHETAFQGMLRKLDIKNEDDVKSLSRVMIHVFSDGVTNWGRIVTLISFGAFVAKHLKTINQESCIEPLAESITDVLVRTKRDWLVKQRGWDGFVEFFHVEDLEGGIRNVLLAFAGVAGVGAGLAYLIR
ABCG2 block: human ABCG2 inhibition, ABCB1 as counter-screen. inhibition, % at 6.6 µM. AID 1325. 0.1% of 190,000 active. IgMXP3 cells, JC-1 efflux, flow cytometry. Q9UNQ0;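 active means inhibition above 80%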;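 further: 0% = DMSO and 100% = nicardipine control wells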
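Read-out basis: Efflux inhibition in percent versus controls | Test system: ABCG2 IgMXP3 and barcoded ABCB1 CCRF-Adr cell mix | Quantity: 3 million cells/mL in well | Schedule: 10 min at 25 °C | Control set: Nicardipine as high control, DMSO as low control | Reagent: JC-1 as fluorescent efflux pump substrate | Signal: Flow cytometry of retained JC-1 fluorescence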
ABCB1 inh: blocks JC-1 efflux by human ABCB1 transporter. 0.067% of 190,000 active. AID 1326. inhibition, % at 6.6 µM. P08183. CCRF-Adr cells, flow cytometry; in the data active means inhibition above about 40%;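 further: 0% = vehicle and 100% = reference inhibitor; higher value means more JC-1 retained so stronger ABCB1 efflux block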
GSH bead fluor: GSH bead compound fluorescence profile | GSH beads flow cytometry, compound fluorescence 488/530 nm; active compounds read high | fluorescence (KMESF) at 10 µM | 0.25% of 190,000 active | AID 1776; in the data active means fluorescence above about 89;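 further: glutathione beads carrying GST-tagged Bcl family fusion proteins plus one bare bead set; values are compound well signal with DMSO vehicle wells as background; inactives centre near 16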
Bim-Mcl-1: human Bim-Mcl-1 interaction inhibition. 0.1% of 190,000 active. AID 1009. Q07820. Bead-based flow cytometry, Bim peptide-Mcl-1 binding. inhibition, % at 10 µM; in the data active means inhibition above about 40%;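 further: 0% = no compound tracer wells and 100% = peptide blocker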
Mcl1-Noxa inh: disrupts binding of human Mcl-1 to Noxa peptide; Q07820; TR-FRET Mcl-1/Noxa peptide binding, 2 h; inhibition, % at 21.7 µM; 1.5% of 220,000 active;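 active means compounds that cut the protein-peptide binding signal by more than 50% relative to plate controls in a single-dose test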;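 further: His-tagged Mcl-1 with rhodamine Noxa BH3 peptide and terbium anti-His antibody; 0% = Mcl-1 plus Noxa peptide wells and 100% = peptide-only wells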
Pf gamet viab: inhibitors of late stage P. falciparum gametocyte viability; P. falciparum stage V gametocytes, ATP luminescence, 24 h; AID 743093; inhibition, % at 10.9 µM; 0.065% of 150,000 active;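 active means inhibition above the mean plus 3 SD of compounds within the control limits, set per campaign, cut at about 38% in these data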;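 further: 0% = DMSO wells and 100% = medium only without gametocytes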
RGS4-Gao reg: human RGS4-Galphao interaction regulation; Multiplexed bead flow cytometry, RGS4-Galphao binding; actives lie on both sides; binding response (% of control), % at 10 µM; 0.33% of 220,000 active; P09471; in the data active means binding response below about 49% or above about 150%; inactive means in between;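 further: fluorescent Galphao activated with aluminum fluoride binding bead-coupled RGS4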
Avidin fluor: avidin bead compound fluorescence profile | Avidin beads, compound fluorescence 488/530 nm, flow cytometry; active compounds read high | fluorescence (KMESF) at 10 µM | 0.38% of 220,000 active | AID 1775; in the data active means fluorescence above about 47; further: inactives centre near 10
* hit, by the source's call; ? = inconclusive; / = no result given.

Fields: RGS8-Gao	RGS7-Gao	Mcl1-Bid inh	ABCG2 block	ABCB1 inh	GSH bead fluor	Bim-Mcl-1	Mcl1-Noxa inh	Pf gamet viab	RGS4-Gao reg	Avidin fluor
> Cc1c(NC(=O)C2CCCN2S(=O)(=O)c2ccccc2)c(=O)n(-c2ccccc2)n1C (stereo unspecified)
    100	97	-22	10	1.3	31	-3	12	-14	98	12
> COc1ccc(CCn2c(C)cc3c(c2=O)C(c2ccc4c(c2)OCO4)C(C#N)=C(N)O3)cc1OC (stereo unspecified)
    96	96	3	12	2.8	26	-2	5	/	93	22
> COCCCNC(=O)c1ccc(Cn2c(=O)c3ccccc3n(Cc3ccccc3C)c2=O)cc1
    104	98	6	1	1.6	32	-2	3	17	101	9
> COc1cc(C2C3C(=O)N(c4ccc(F)cc4)C(=O)C3ON2c2ccccc2)ccc1O (stereo unspecified)
    89	93	-12	2	1.1	13	2	23	/	92	7
> Fc1ccccc1/C=N/NC(=S)Nc1ccc(Cl)cc1Cl
    99	105	-10	-2	-0.6	7	0	17	1	103	13
> COc1ccc(-c2noc(CSc3nc4sc(C)c(C)c4c(=O)n3-c3ccccc3)n2)cc1
    103	101	-71	1	1.3	13	0	-67	-6	105	3
> O=C(C1CC1)N1N=C(C2CCCCC2)CC1(O)C(F)(F)F (stereo unspecified)
    100	104	-8	13	0.1	23	-3	-14	-15	102	6
> O=C(O)CCC(=O)Nc1ccccc1Oc1ccccc1
    101	104	-2	6	0.7	14	-1	-10	3	103	11
> COC(=O)c1ccccc1C(=O)N1CCOCCOCCOCC1
    103	100	-15	1	0.1	10	-2	5	18	103	17
> COc1cc(CNc2nc(C)c([N+](=O)[O-])c(C)c2C#N)cc(OC)c1
    96	98	-6	5	1.5	73	-2	2	/	92	10
> Cc1ccc(NC(=O)/C(=C\c2ccc3c(c2)OCO3)NC(=O)c2ccco2)cc1
    99	99	-5	3	0.2	19	0	21	/	99	9
> COc1ccc(C(=O)Nc2ccccc2C(=O)N/N=C/c2ccccc2OC)cc1
    102	100	8	-1	0.0	22	1	2	12	100	14
> O=c1[nH]c(CO)nc2c1oc1ccccc12
    98	100	-39	1	0.2	40	1	0	/	98	4
> COC(=O)c1cnn2c(C(F)(F)F)cc(-c3ccco3)nc12
    98	98	8	1	0.1	15	-3	47	/	102	33
> CCCCSc1nc(C)c(CC(=O)O)c(=O)[nH]1
    103	101	-6	13	1.2	20	-4	1	/	102	36
> COCc1ccc(CN2CCCC(CO)(Cc3ccccc3)C2)o1 (stereo unspecified)
    102	109	-30	4	0.2	10	1	11	1	105	13
> CCC(C(=O)OCC(=O)Nc1c(C)n(C)n(-c2ccccc2)c1=O)c1ccccc1 (stereo unspecified)
    97	94	-14	2	0.7	33	1	23	/	91	9
> CCOCCCNC(=O)Cc1ccc(OC)c(OC)c1
    102	103	-11	0	0.2	13	3	-2	/	102	36
> FC(F)Sc1ccc(NC(=S)NC2CCC(NC(=S)Nc3ccc(SC(F)F)cc3)CC2)cc1 (stereo unspecified)
    102	102	-28	4	0.7	45	-1	28	/	101	6
> Cn1c(=O)c2c(nc(Br)n2Cc2ccc3ccccc3c2)n(C)c1=O
    105	103	-19	3	0.0	14	-1	7	-4	103	10
> CN(C(=O)CSc1nc2ccc(Br)cc2c(=O)n1Cc1ccco1)C1CCS(=O)(=O)C1 (stereo unspecified)
    102	?	0	/	/	/	/	9	-2	106	4
> Cc1[nH][nH]c(=O)c1C=NCc1ccc(Cl)cc1
    102	?	-28	7	2.0	10	-1	-2	1	104	12
> S=C(Nc1ccccc1)Nc1ccc(OCc2ccccc2)cc1
    98	97	-72	1	-0.1	53	-2	-1	5	94	25
> c1ccc2c(-c3nnc4n3CCCCC4)c[nH]c2c1
    104	103	-15	1	0.5	8	0	-3	/	107	14
> O=C(N/N=C/c1ccc(N2CCOCC2)cc1)C1CC1
    100	100	-32	0	0.3	15	-1	15	-11	100	8
> CCN(Cc1ccncc1)C(=O)CC1C(=O)NCCN1Cc1ccc(F)c(F)c1 (stereo unspecified)
    100	98	-20	2	1.3	10	-1	15	10	97	3
> COc1ccc(Cl)cc1NC(=S)N(Cc1ccccc1C)CC1CCC(C(=O)O)CC1 (stereo unspecified)
    100	103	-48	1	-0.2	14	-4	-5	1	97	5
> CCOC(=O)C1=C(C)Nc2ccccc2N=C1NC(=O)c1cccc(S(=O)(=O)N(C)C)c1
    104	103	-12	17	0.7	39	-1	-13	/	103	14
> O=C(COC(=O)C1CCN(S(=O)(=O)c2cccs2)CC1)NCc1ccc(F)cc1
    100	?	-24	/	/	/	/	-9	0	96	5
> COC(C[C@H]1O[C@H]1[C@H](O)[C@@H](C)OCc1ccccc1)OC
    102	?	-28	/	/	/	/	5	-4	101	9

The list goes on (2 carried over from the part before).
Fields: RGS8-Gao	RGS7-Gao	Mcl1-Bid inh	ABCG2 block	ABCB1 inh	GSH bead fluor	Bim-Mcl-1	Mcl1-Noxa inh	Pf gamet viab	RGS4-Gao reg	Avidin fluor
> O=C(COC(=O)C1CCN(S(=O)(=O)c2cccs2)CC1)NCc1ccc(F)cc1
    100	?	-24	/	/	/	/	-9	0	96	5
> COC(C[C@H]1O[C@H]1[C@H](O)[C@@H](C)OCc1ccccc1)OC
    102	?	-28	/	/	/	/	5	-4	101	9
> CC1CCN(C(=O)CCNC(=O)Cn2cnc3sc4c(c3c2=O)CCCC4)CC1
    99	99	-13	36	0.4	36	-2	-2	/	95	13
> O=C(CN(CC1CCCO1)S(=O)(=O)c1ccc(S(=O)(=O)NC2CC2)cc1)Nc1ccccc1 (stereo unspecified)
    90	90	-5	37	0.7	35	-12	16	16	92	5
> O=C(CCSc1ccc(Cl)cc1)Nc1cccnc1
    98	98	-4	8	-0.4	18	1	23	12	98	9
> C/C(=N\Nc1cc(C)nc(-c2ccccc2)n1)c1cccc([N+](=O)[O-])c1
    102	97	-19	1	0.3	10	2	8	7	101	12
> COc1ccccc1NCCC(=O)OCC(=O)NC1CC1
    101	96	-81	8	0.3	15	-1	3	/	96	6
> Cc1ccc(C2NC(=O)c3c(sc4c3CCN(C)C4)N2)s1 (stereo unspecified)
    102	103	-10	1	0.1	13	-3	13	/	100	38
> O=C(OCC1CC(c2ccccc2)=NO1)c1ccc(Cl)cc1 (stereo unspecified)
    102	100	-9	2	0.7	16	-3	12	0	102	11
> Nc1cc(=O)[nH]c(SCC(=O)Nc2cccc(Cl)c2Cl)n1
    106	108	-7	0	0.4	14	0	3	-13	108	13
> CC(C)(C)C1CCC(OC(=O)C[N+]2(C)CCCC2)CC1 (stereo unspecified)
    78	87	14	1	0.0	11	-2	14	-34	91	5
> Cn1cc(Br)c(C(=O)N2CCN(c3cccc(Cl)c3)CC2)n1
    77	95	-12	9	1.6	15	0	0	-13	96	5
> O=C(N/N=C/c1ccc(-c2cccc([N+](=O)[O-])c2)o1)[C@H]1C[C@@H]1c1ccccc1
    103	100	-16	-2	0.6	11	-1	9	1	104	14
> COC(=O)c1ccccc1NC(=O)c1ccc(Cn2cc(Cl)cn2)o1
    103	99	33	11	1.4	12	5	30	/	99	14
> Oc1ccc(/C=N/NC(=S)N/N=C/c2ccc(O)cc2)cc1
    104	113	-52	-1	-0.4	7	3	32	26	105	21
> COc1ccc2[nH]cc(C(=O)CCl)c2c1
    95	?	-2	/	/	/	/	-13	-15	96	10
> COc1ccc(-c2nnc(SCC(=O)N3CCN(c4ccccc4)CC3)o2)cc1OC
    92	103	-5	11	2.2	17	-2	-11	/	101	7
> Cc1nc2sc(-c3ccccc3)cc2c(=O)n1N
    100	?	4	/	/	/	/	8	1	102	9
> O=C(Nc1ncc(Cc2cccc(Cl)c2)s1)C1=NCCN1
    119	106	-53	4	0.6	24	1	-18	/	106	11
> O=c1c2c(-c3ccc([N+](=O)[O-])cc3)csc2nc2n1CCCCC2
    101	100	-17	2	0.2	14	-4	23	/	100	10
> CN(C)c1ccc(CNCCC(Cc2ccccc2)c2ccco2)cc1 (stereo unspecified)
    104	?	-10	/	/	/	/	-16	-19	100	/
> O=C(/C=C/c1ccc(F)cc1)NC(=S)N1CCCCC1c1cccnc1 (stereo unspecified)
    94	?	-20	/	/	/	/	-18	0	95	7
> Cc1cc(C)c2c(=O)n(CC(=O)Nc3ccc(Br)c(C)c3)sc2n1
    80	?	-48	/	/	/	/	38	12	105	2
> COc1ccc(-c2nc(CN(CC3CCC(=O)N3)C(C)C)c(C)o2)c(C)c1C (stereo unspecified)
    101	98	-31	13	-1.0	15	-1	10	-4	101	10
> O=C(NCc1ccco1)c1ccc(S(=O)(=O)c2cccc(S(=O)(=O)N3CCOCC3)c2)cc1
    99	103	-30	1	0.6	51	0	27	3	99	15
> COc1cc(C(=O)NCCCNc2nc3cc(C)c(C)cc3cc2C#N)cc(OC)c1OC
    99	101	-1	10	9.8	20	-1	19	/	99	8
> CN(C)CCCOC(=O)c1sc2ccccc2c1Cl
    101	102	8	-1	-0.2	11	0	7	7	102	9
> O=C(NCc1ccc2c(c1)OCO2)C1CC(=O)N(c2ccc(O)cc2)C1 (stereo unspecified)
    123	124	-38	4	1.2	30	-2	-3	8	125	14
> COc1ccc(/C=C/C(=O)Nc2ccc3nc4n(c(=O)c3c2)CCCC4)cc1OC
    97	96	-36	-3	-1.6	16	-1	3	-7	94	6
> CN(Cc1ccco1)C(=O)C1CCC(=O)N1Cc1ccc(F)cc1 (stereo unspecified)
    95	89	/	-1	-0.4	33	2	/	/	89	9
> Cc1ccc(C(=O)CSc2nnc(-c3c[nH]c4ccccc34)o2)cc1
    97	98	-16	5	0.4	40	-1	17	4	95	8
> CC(NC(=O)Cn1ncc(Cl)c(Cl)c1=O)C12CC3CC(CC(C3)C1)C2 (stereo unspecified)
    102	95	-17	-3	0.5	7	-3	15	/	93	1
> CCOC(=O)NCc1ccc(S(=O)(=O)Nc2c(C)cccc2C)cc1
    98	100	0	1	0.6	11	0	9	-3	94	10
> CCCOc1ccc(C(C)(O)CN2CCOCC2)cc1 (stereo unspecified)
    100	101	-6	1	0.2	13	0	12	15	98	34
> O=C(c1ccc(Br)o1)N1CCN(Cc2ccc3c(c2)OCO3)CC1
    101	96	-12	0	0.1	13	-1	0	-9	102	32
> Cc1ccccc1C(C(=O)NC1CCCC1)N(C(=O)CNC(=O)c1ccco1)c1cccnc1 (stereo unspecified)
    96	101	-29	2	0.7	24	-3	-9	/	98	15
> Nc1cc(=O)[nH]c(=S)n1-c1cccc(C(F)(F)F)c1
    101	110	-64	1	-0.6	61	-3	7	-4	112	8
> CCOC(=O)c1cnn(-c2ncnc3sc(C)c(C)c23)c1N
    99	98	2	3	0.8	21	-1	-9	15	100	5

Not a hit list; any-hit rate near 3.3%.
